# Gli-Sufu block: Gli-Sufu pathway antagonists, primary screen, luciferase luminescence, Sufu-KO-LIGHT cells, uHTS | Sufu-KO-LIGHT fibroblasts, Gli luciferase reporter luminescence | inhibition, % at 5 µM | 340,000 tested, 0.74% active | AID 588413, 2011;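 active = inhibition above about 55%, limit read from the data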;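 also: 0% = DMSO-treated cells and 100% = wells with medium but no cells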
# NR3A LBD binder: binders of NR3A ligand-binding domain, primary screen, biophysical, differential scanning fluorimetry, uHTS; AID 1259313, 2017; Tm shift relative to glycine control, % at 25 µM; NR3A LBD differential scanning fluorimetry, Tm shift; 0% = protein alone, 100% = glycine-bound protein; 340,000 tested, 2.5% active;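 active = melting temperature shift of at least 10% of the positive control shift, at one fixed dose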
# CCR6 antagonist: CCR6 receptor antagonists, primary screen, cell-based, CHO-K1, luminescence, beta-arrestin, uHTS; CHO-K1 CCR6 PathHunter beta-arrestin, CCL20-stimulated; inhibition, % at 20 µM; 340,000 tested, 0.49% active; AID 493098, 2011;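 active = compounds whose inhibition of the agonist-driven luminescence signal at 20 µM reaches about 50%, limit read from the data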;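 also: cells stimulated with CCL20 at 14 nM final; plate controls were DMSO with CCL20 for no effect and DMSO without agonist for full effect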
# Target sequence (P51684 whole entry, looked up): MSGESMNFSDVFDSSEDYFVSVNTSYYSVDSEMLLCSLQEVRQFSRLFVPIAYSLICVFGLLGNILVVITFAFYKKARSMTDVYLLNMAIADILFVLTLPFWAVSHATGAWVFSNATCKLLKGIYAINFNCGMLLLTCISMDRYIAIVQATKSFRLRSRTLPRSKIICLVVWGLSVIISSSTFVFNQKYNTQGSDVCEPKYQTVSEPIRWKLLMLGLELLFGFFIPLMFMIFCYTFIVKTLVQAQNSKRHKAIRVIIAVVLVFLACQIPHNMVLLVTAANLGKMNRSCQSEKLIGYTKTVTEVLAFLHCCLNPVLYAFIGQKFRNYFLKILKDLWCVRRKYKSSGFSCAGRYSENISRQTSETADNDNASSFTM
# CXCR6 inh: CXCR6 receptor inhibitors, primary screen, cell-based, beta-arrestin, luminescence, CHO-K1 PathHunter, 1536-well. C-X-C chemokine receptor type 6 (Homo sapiens), O00574. inhibition, % at 20 µM. 360,000 tested, 0.36% active. AID 602244, 2012; in the data active = inhibition above about 34%, passing the limit was not always enough;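 also: antagonist mode with CXCL16 agonist at 10 nM final; 0% = 10 nM CXCL16 with DMSO and 100% = unstimulated wells without agonist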
# Target sequence (O00574 whole entry, looked up): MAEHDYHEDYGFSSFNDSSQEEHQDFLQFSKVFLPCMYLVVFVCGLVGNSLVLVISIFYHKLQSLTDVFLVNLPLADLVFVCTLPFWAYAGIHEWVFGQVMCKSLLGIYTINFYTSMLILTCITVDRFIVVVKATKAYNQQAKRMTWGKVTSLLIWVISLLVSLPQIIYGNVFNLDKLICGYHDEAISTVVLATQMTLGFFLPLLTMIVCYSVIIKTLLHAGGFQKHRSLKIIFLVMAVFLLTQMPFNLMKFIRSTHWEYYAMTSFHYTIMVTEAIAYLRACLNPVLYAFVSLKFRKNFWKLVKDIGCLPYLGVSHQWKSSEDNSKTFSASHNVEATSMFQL
# A3A deaminase: APOBEC3A ssDNA deaminase inhibitors, primary screen, selectivity assay for APOBEC3G inhibitor project, biochemical, FAM/TAMRA oligo cleavage fluorescence. DNA dC->dU-editing enzyme APOBEC-3A (Homo sapiens), P31941. recombinant A3A, FAM/TAMRA ssDNA deamination fluorescence. inhibition, % at 20 µM. 330,000 tested, 0.41% active;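 active = at least 40% inhibition at 20 µM here, with at most 30% in a related deaminase screen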;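 also: plate controls were A3A with DMSO for no effect and wells lacking A3A enzyme for full effect; some results filed as inactive read as strong as hits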
# A3G deaminase: APOBEC3G DNA deaminase inhibitors, primary screen, biochemical, fluorescence, single-stranded DNA substrate, uHTS | DNA dC->dU-editing enzyme APOBEC-3G (Homo sapiens), Q9HC16 | 330,000 tested, 0.28% active | recombinant A3G, ssDNA deamination FAM/TAMRA fluorescence | inhibition, % at 20 µM;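 active = inhibition of at least 40% at 20 µM, with no more than 30% in the related APOBEC3A deaminase screen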;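 also: plate controls were DMSO wells with A3G for no effect and wells lacking A3G enzyme for full effect; some compounds called inactive have numbers as strong as hits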
# EBI2 block: EBI2 receptor antagonists, beta-arrestin recruitment, primary screen, cell-based, luminescence, 7a,25-OHC stimulation, uHTS; 360,000 tested, 0.81% active; inhibition, % at 5 µM; 7a,25-OHC stimulated; in the data active = inhibition above about 38%;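 also: enzyme fragment complementation signal reports receptor beta-arrestin coupling in cells; 0% = agonist plus DMSO wells and 100% = wells without agonist; some results beyond the cut were filed as inactive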
# Target sequence (P32249 whole entry, looked up, the tested form may be a part): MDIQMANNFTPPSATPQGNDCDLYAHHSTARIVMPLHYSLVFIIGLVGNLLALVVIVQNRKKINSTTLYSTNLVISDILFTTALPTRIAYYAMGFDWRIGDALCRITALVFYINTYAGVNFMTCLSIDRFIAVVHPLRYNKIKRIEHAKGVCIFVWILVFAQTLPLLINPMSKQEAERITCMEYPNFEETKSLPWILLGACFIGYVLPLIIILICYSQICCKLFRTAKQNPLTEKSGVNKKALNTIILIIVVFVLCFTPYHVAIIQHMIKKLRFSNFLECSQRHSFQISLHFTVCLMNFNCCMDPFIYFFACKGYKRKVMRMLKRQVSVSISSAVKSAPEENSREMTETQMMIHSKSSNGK
# MPTP inh: mitochondrial permeability transition pore inhibitors, primary screen, biochemical, isolated mouse mitochondria, absorbance | 360,000 tested, 1.4% active | inhibition, % at 10 µM | Ca2+ swelling absorbance, 30 min;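 active = inhibition of 50% or more, scaled per plate between neutral and stimulator controls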;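 also: 0% = DMSO wells given calcium and 100% = 1 mM EGTA wells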
# An asterisk follows results filed as active; . = no result given.
SMILES,Gli-Sufu block,NR3A LBD binder,CCR6 antagonist,CXCR6 inh,A3A deaminase,A3G deaminase,EBI2 block,MPTP inh
CCO[C@H]1OC(C(=O)N2CCN(Cc3ccc4c(c3)OCO4)CC2)=C[C@@H](C2CCCCC2)[C@@H]1CCCO,29.2,-1.9,6.0,5.8,-3.4,-10.0,-0.8,-0.7
COCC(=O)Nc1ccc(Br)c(C)c1,-13.4,-0.9,-9.3,-2.0,-5.0,-4.0,-5.3,-2.9
COc1cccc(C2CC(C(F)(F)F)n3nc(C(=O)Nc4c(C)n(C)n(-c5ccccc5)c4=O)cc3N2)c1 (centres undefined),-11.6,-2.4,-2.8,3.9,4.0,7.4,-4.2,1.1
O=C1CCC/C1=C/Nc1cccc(F)c1,-2.0,1.1,-1.2,-0.8,-0.8,-1.8,0.0,2.5
COc1ccc(CCC(=O)O)cc1OC,-8.4,-2.5,11.1,1.9,1.1,-2.6,-4.9,-0.4
COc1ccc(S(=O)(=O)NCc2ccncc2)cc1NC(=O)c1ccccc1,18.6,2.6,10.8,-6.0,-2.6,1.1,4.8,0.7
COc1ccc(NC(=O)NNC(=O)COc2cc(C)c(Cl)c(C)c2)c(OC)c1,-3.1,-0.8,8.7,14.6,-0.9,-6.2,-10.4,-0.3
COc1cc(Cl)c(C)cc1NC(=O)CSC,-2.4,4.3,5.6,-9.6,-2.8,-6.4,7.2,-2.8
CC[n+]1c(/C=C/c2ccc(OC(C)=O)c(OC)c2)ccc2ccccc21,-22.6,0.2,11.7,13.7,52.8*,20.3,-0.1,19.8
O=C(NCC(c1ccco1)N1CCc2ccccc2C1)c1cccc([N+](=O)[O-])c1 (centres undefined),6.3,1.8,11.4,3.9,1.1,-5.2,6.5,-2.6
Cc1c(C(=O)N2CCOCC2)sc(NC(=O)c2ccc3c(c2)OCO3)c1C#N,-2.4,-2.1,22.6,2.9,-6.9,-4.1,-5.4,-0.1
Cc1c(C)n(CC(O)CN2CCCCCC2)c2ccccc12 (centres undefined),7.3,6.5,-1.3,-2.9,-3.5,-6.5,-2.4,29.7
Cc1ccc(S(=O)(=O)N2CCC(C(=O)N[C@@H](C)C(=O)NC3CCCCC3)CC2)cc1,3.0,3.9,15.2,-4.3,-1.5,-1.7,2.5,-0.7
CC(C)Cn1cc(C(=O)N2CCOCC2)c2c3ccccc3n(C)c2c1=O,1.7,-0.2,-3.8,-9.3,-0.4,-1.2,-8.7,-1.1
N#CC(=C(O)CN1CCN(c2ccccc2F)CC1)c1nc(-c2ccc(Cl)cc2)cs1,19.8,89.6*,8.3,-3.4,.,.,4.7,34.2
O=C(NCC1CCCO1)NC12CC3CC(CC(C3)C1)C2 (centres undefined),20.3,0.8,5.2,-3.7,1.1,-1.9,-6.7,0.6
Cc1ccc(S(=O)(=O)NCCc2ccncc2)cc1C,1.8,1.3,3.4,5.6,-1.2,1.7,0.6,-0.4
CCCc1nc(NC(C)=O)c(C#N)c(-c2ccco2)c1CC,-1.8,1.2,-6.4,-5.4,-1.2,-5.6,0.4,-0.3
COc1ccc(-n2nnnc2CNC(=O)c2ccc3ccccc3c2)cc1,-2.0,2.6,11.7,-10.0,-1.0,-8.8,1.0,0.4
O=C(OCn1ncc(Br)c(Br)c1=O)c1ccccc1Cl,12.4,1.0,43.4,49.4*,-2.4,-6.7,46.9*,-0.2
Cc1noc(/C=C/N(C)C)c1S(=O)(=O)NC1CCCCC1,4.1,3.6,16.6,-2.9,-0.2,2.6,-3.5,-3.3
COc1ccccc1OCC(=O)Nc1ccccc1C(=O)N1CCCCC1,2.1,0.3,8.5,2.8,-0.3,-7.4,-2.1,0.4
O=c1ccc2ccc(O[C@@H]3O[C@H](CO)[C@@H](O)[C@H](O)[C@H]3O)c(O)c2o1,-1.6,-2.1,10.1,-6.6,-1.7,-7.0,-7.1,0.6
OCC[C@@H]1C[C@@H](O)[C@H](O)[C@@]2(CCCCO2)O1,1.9,-1.4,6.4,1.0,1.9,-0.1,-20.0,-0.3
O=C(Cc1cccs1)NNC(=S)NCc1ccco1,1.1,-2.0,-7.6,5.2,77.9*,-6.9,-5.0,-1.5

# The final 4 records of the part before come first, to join the parts:
SMILES,Gli-Sufu block,NR3A LBD binder,CCR6 antagonist,CXCR6 inh,A3A deaminase,A3G deaminase,EBI2 block,MPTP inh
COc1ccccc1OCC(=O)Nc1ccccc1C(=O)N1CCCCC1,2.1,0.3,8.5,2.8,-0.3,-7.4,-2.1,0.4
O=c1ccc2ccc(O[C@@H]3O[C@H](CO)[C@@H](O)[C@H](O)[C@H]3O)c(O)c2o1,-1.6,-2.1,10.1,-6.6,-1.7,-7.0,-7.1,0.6
OCC[C@@H]1C[C@@H](O)[C@H](O)[C@@]2(CCCCO2)O1,1.9,-1.4,6.4,1.0,1.9,-0.1,-20.0,-0.3
O=C(Cc1cccs1)NNC(=S)NCc1ccco1,1.1,-2.0,-7.6,5.2,77.9*,-6.9,-5.0,-1.5
CCC(C(=O)NCCc1ccc(OC)c(OC)c1)n1nc(C)n2c(cc3occc32)c1=O (centres undefined),0.9,1.8,5.2,-1.1,-4.5,-6.5,-5.5,2.7
Cc1ccc(-n2c(CSc3nc(C)cc(C)n3)nnc2SCC(=O)Nc2nccs2)cc1,26.1,-0.7,14.2,4.0,2.2,-3.6,12.9,0.8
CC(=O)OCCNC(=O)Cn1cnc2c1c(=O)n(C)c(=O)n2C,-0.2,2.4,8.7,-3.4,0.2,-4.3,-4.2,-2.0
O=C(NC1CCN(Cc2ccccc2)CC1)c1ccc(CS(=O)c2ccc(F)cc2)o1 (centres undefined),25.8,2.0,8.7,-0.4,-6.1,-9.2,3.5,-0.8
O=C(CC(NS(=O)(=O)c1ccc(Cl)cc1)c1ccco1)NCc1ccco1 (centres undefined),0.3,-1.7,12.1,-3.3,2.3,7.9,-11.5,-2.7
Cc1c(CCC(=O)O)c(=O)n2c([nH]c3ccccc32)c1C#N,1.0,0.9,3.4,-2.8,-9.2,-5.8,-4.5,-2.0
Cc1ccc2c(cnn2C(=O)CCCC(=O)NC(C)c2ccccc2)c1 (centres undefined),-62.6,-17.0,7.0,3.2,2.0,2.3,3.1,-0.9
O=C(COc1cccc2ccccc12)N/N=C/C=C/c1ccccc1,19.5,-2.3,8.7,3.5,-5.7,-4.0,8.8,5.1
O=C1OCCN1C(=O)[C@H]1[C@H](c2ccc(F)cc2)C(c2cccc(Cl)c2)=NN1c1ccccc1,0.0,16.1*,7.9,5.7,1.7,9.7,6.5,-1.0
CN(C(=O)COC(=O)C(Cc1ccccc1)NC(=O)c1ccccc1)c1ccccc1 (centres undefined),7.1,-0.6,21.6,-7.4,4.3,-2.4,4.7,-1.4
COc1ccc(NC2=CC(=O)CC(C)(C)C2)cc1,8.7,15.3*,-3.3,10.0,-2.7,-8.8,0.1,0.4
CCN1CCN(C(C(=O)NC2CCCC2)c2cc3c(cc2[N+](=O)[O-])OCO3)CC1 (centres undefined),-0.8,0.8,-22.1,-4.7,2.0,-4.7,-4.9,-3.9
O=C(COC(=O)CCc1ccccc1)Nc1cc([N+](=O)[O-])ccc1F,13.4,-7.1,15.1,0.0,0.3,-4.2,1.6,-1.0
CC1CCCN(CCOCCOc2ccc(Cl)cc2Br)C1 (centres undefined),8.1,-14.4,13.2,-3.6,-4.6,-6.9,-3.9,59.4*
CC1=NN(c2ccc([N+](=O)[O-])cc2)C(=O)/C1=C\N(C)C,-27.8,-0.2,-3.7,6.0,0.0,-2.2,-3.7,99.4*
CC(=NCc1ccccc1)C1=C(O)COC1=O,3.4,0.3,13.8,5.4,-4.9,-9.6,-6.2,0.7
Nc1nc2ccccc2nc1N,8.4,-2.3,-18.3,-3.2,-2.3,-5.4,-8.3,-1.2
COc1ccc(C(C)(C)C)cc1NC(=O)C1=CC=CN2CCS(=O)(=O)N=C12,3.7,1.7,0.2,0.4,0.6,-7.5,5.4,-1.8
C=CCN1CC(O)=C(c2nc3ccccc3[nH]2)C1=N,-12.2,0.5,5.7,-6.8,1.3,-3.2,-12.6,0.2
Cc1c(C(=O)Nc2nnc(C3CC3)s2)oc2c(Cl)cccc12,-11.5,-1.3,17.8,1.2,2.7,9.3,-10.6,0.4
CC1CCC(NC(=O)C2CCN(S(=O)(=O)c3ccc4nc5c(c(C(=O)O)c4c3)CC(C)CC5)CC2)CC1 (centres undefined),-12.0,0.0,-9.8,-0.7,4.6,-0.6,-0.2,0.8
Cc1ccc(Cl)cc1N1CCN(Cc2cc3c(cc2O)CCC3)CC1,8.3,0.5,21.0,-0.7,2.3,0.5,16.6,1.0
CCOc1c([N+](=O)[O-])cc2c(C)c(C(=O)N3CCN(C)CC3)oc2c1OCC,29.1,-1.0,6.0,-1.9,-3.7,-9.2,1.2,0.7
C/C(=N\NC(=O)c1c[nH]c2ccccc12)c1ccc(C)s1,-46.5,15.4*,1.7,-6.1,0.4,-1.5,13.4,0.3
COc1ccccc1NS(=O)(=O)c1ccc(C)c(C(=O)Nc2ccc(S(=O)(=O)Nc3onc(C)c3C)cc2)c1,0.6,-2.6,10.5,4.6,.,.,0.2,0.0
# Following part:
SMILES,Gli-Sufu block,NR3A LBD binder,CCR6 antagonist,CXCR6 inh,A3A deaminase,A3G deaminase,EBI2 block,MPTP inh
COc1ccc(Br)cc1CN(C)CC(O)COc1ccc(Br)cc1 (centres undefined),25.0,0.5,10.5,-7.2,-0.5,-7.0,90.7*,80.2*
C#CCOCCOCCOCCNc1nc(N2CCN(C(=O)[C@H]([C@@H](C)O)n3cc(CCCCN)nn3)CC2)nc(N2CCN(C(=O)[C@H]([C@@H](C)CC)n3cc(CCCCN)nn3)CC2)n1,-2.6,0.9,-14.5,1.0,-0.1,-2.2,-3.2,0.0
O=C1[C@H](Cc2ccccc2)NCCCC[C@H](c2ccco2)N1Cc1ccccc1,1.1,0.1,26.8,15.0,.,.,17.5,0.0
CCN(CC)c1nc(-c2cccc(OC)c2O)nc2ccccc12,13.5,2.4,-2.8,-1.2,1.1,-3.1,-7.9,-0.7
Cc1onc(-c2ccccc2)c1C(=O)OCCOc1cccc(Cl)c1,-8.1,-5.5,16.6,-0.5,-2.8,-8.0,-7.1,1.3
Cc1ccc(NC(=O)Nc2ccon2)cc1Cl,-14.3,-1.2,-13.1,2.1,1.4,-3.9,3.1,6.8
O=C1C2C3CCC(C3)C2C(=O)N1CNc1ccc(F)cc1 (centres undefined),1.5,0.9,-0.2,1.8,8.1,-10.0,5.7,1.4
O=C(NCCCc1ccccc1)c1cccc(S(=O)(=O)N2CCOCC2)c1,-7.0,1.4,3.9,-2.7,-3.1,-6.5,-1.1,0.4
NC(=O)CSc1nc2sc(-c3ccccc3)cc2c(=O)n1N,-15.5,-3.5,6.2,-0.2,5.3,-1.9,-20.1,-4.9
COc1cccc(CC2(CO)CCCN(Cc3ccccc3-c3ccco3)C2)c1 (centres undefined),12.6,0.4,10.7,9.4,-0.8,1.7,5.1,2.0
Cc1ccc(N2C(=O)N(CC(=O)N3CCOCC3)C(=O)C2C)cc1 (centres undefined),.,-0.8,-8.2,5.0,-2.4,19.3,-1.8,-1.6
CCN(c1ccccc1)S(=O)(=O)c1ccc(Cl)c(C(=O)OCC(=O)NC(=O)C(C)C)c1,5.7,-2.2,15.1,9.9,9.7,-2.8,8.6,-1.1

# Assay outcomes (PubChem)
